# SUMO1 PPI mod: modulators of human SUMO1-mediated protein-protein interactions; SUMO1 binding to a labelled peptide, TR-FRET, 1 h; actives 0.33% (n = 360,000); inhibition, % at 20 µM; P63165; AID 602429; in the data active means inhibition above about 37%
# DNMT1 inh: DNMT1 (human) enzyme inhibition. P26358. DNMT1 molecular beacon, Hinp1I cleavage, fluorescence. inhibition (reported as % activation of signal), % at 10 µM. actives 0.83% (n = 360,000). AID 588458; in the data active means inhibition above about 50%
# Target sequence (P26358 504-1616 limits assumed): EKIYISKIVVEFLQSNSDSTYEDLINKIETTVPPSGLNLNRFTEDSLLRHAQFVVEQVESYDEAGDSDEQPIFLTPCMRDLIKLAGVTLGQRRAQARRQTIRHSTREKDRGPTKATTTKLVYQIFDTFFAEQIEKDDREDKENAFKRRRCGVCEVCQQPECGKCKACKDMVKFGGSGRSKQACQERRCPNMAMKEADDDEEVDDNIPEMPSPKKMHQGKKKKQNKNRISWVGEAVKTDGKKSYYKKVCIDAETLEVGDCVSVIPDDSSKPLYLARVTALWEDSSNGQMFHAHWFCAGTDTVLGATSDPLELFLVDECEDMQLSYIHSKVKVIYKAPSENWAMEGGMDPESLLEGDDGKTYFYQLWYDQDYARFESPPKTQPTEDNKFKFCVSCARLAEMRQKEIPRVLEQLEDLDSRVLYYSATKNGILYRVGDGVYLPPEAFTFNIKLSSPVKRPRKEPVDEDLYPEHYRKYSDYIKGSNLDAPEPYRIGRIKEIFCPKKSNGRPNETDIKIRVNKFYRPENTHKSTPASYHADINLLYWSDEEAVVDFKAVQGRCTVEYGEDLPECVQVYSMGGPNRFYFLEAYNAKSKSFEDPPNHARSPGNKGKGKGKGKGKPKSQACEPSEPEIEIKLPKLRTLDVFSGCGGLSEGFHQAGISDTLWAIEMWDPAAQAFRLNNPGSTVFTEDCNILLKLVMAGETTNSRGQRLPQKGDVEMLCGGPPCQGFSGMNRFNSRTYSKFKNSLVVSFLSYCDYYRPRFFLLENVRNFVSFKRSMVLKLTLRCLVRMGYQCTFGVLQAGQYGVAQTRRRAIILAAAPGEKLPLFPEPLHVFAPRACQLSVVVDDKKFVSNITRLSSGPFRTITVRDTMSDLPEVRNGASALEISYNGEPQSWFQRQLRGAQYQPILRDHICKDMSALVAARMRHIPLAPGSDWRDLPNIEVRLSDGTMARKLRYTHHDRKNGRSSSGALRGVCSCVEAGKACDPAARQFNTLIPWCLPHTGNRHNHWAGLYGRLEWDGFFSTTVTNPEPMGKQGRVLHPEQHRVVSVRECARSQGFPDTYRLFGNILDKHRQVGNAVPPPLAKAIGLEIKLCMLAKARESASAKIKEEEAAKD
# CSN inh: CSN deneddylation inhibition; Q92905; Purified CSN, SCF-Nedd8-OG deneddylation, fluorescence polarization; inhibition, % at 12.5 µM; actives 0.38% (n = 360,000); AID 651999;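 active means pattern-corrected inhibition above about 35%, with an unprinted fluorescence ratio check between 0.5 and 1.5, limit read from the data, passing the limit was not always enough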;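 further: 0% = enzyme with substrate and 100% = substrate without enzyme; some results filed as inactive read as strong as hits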
#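 Assay system: purified human Csn5 enzyme expressed in HEK293T cells; Input: 0.24 nM Csn5 enzyme, final concentration; Reagent: 10 nM SCFSkp2-Nedd8OG; Compound dosing: 12.5 µM single point; Times: reaction 90 min, room temperature; Technique: fluorescence polarization readout.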
# STEP inh: inhibitors of human striatal-enriched phosphatase STEP; actives 0.25% (n = 360,000); inhibition, % at 20 µM; P54829; recombinant STEP, OMFP fluorogenic substrate, fluorescence;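 active means inhibition at 20 µM, scaled per plate between control wells, above about 37%, limit read from the data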;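 further: 0% = DMSO with enzyme and substrate and 100% = substrate only without enzyme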
#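 Material: STEP (striatal-enriched tyrosine phosphatase) enzyme, cell-free; Compound dosing: 20 µM single dose in 1% DMSO; Technique: fluorescence read at 480 nm ex / 540 nm em; Times: reaction 20 min, ambient temperature; Medium: 50 mM Bis-Tris pH 6.0 with 2.5 mM DTT and 0.005% Tween 20; Also added: OMFP at 25 µM.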
# TbMetRS inhib: Trypanosoma brucei MetRS inhibition | actives 0.4% (n = 360,000) | AID 624268 | inhibition, % at 11.9 µM | purified T. brucei MetRS, ATP depletion, Kinase-Glo luminescence;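 active means inhibition above a per-plate cutoff of the control wells' mean inhibition plus 3 SD, cut at about 5.5% in these data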;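 further: 0% = DMSO wells median and 100% = median of wells with control inhibitor compound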
#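 technique = Kinase-Glo luminescence, ATP depletion format | system = purified MetRS (methionyl-tRNA synthetase) enzyme from Trypanosoma brucei | timing = 15 min preincubation, 2 h reaction, all 25 °C | evaluation = percent inhibition versus plate control medians | dosing = single dose, 11.9 µM final nominal, 0.9% final DMSO | also added = substrates ATP, L-methionine and bulk Escherichia coli tRNA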
# MLLE-PAM2 inh: inhibitors of microRNA-mediated deadenylation, human PABP1 MLLE binding; GST-MLLE / FITC-PAM2 fluorescence polarization; AID 588489; actives 0.36% (n = 360,000); inhibition, % at 20 µM; in the data active means inhibition above about 35%, passing the limit was not always enough;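 further: plate controls were DMSO wells with GST-MLLE for no effect and wells lacking GST-MLLE protein for full effect; some results filed as inactive read as strong as hits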
# LMPTP inh: blocks human LMPTP phosphatase; P24666; recombinant LMPTP-A, OMFP fluorogenic substrate, fluorescence intensity; inhibition, % at 20 µM; actives 0.22% (n = 360,000); AID 651560;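 active means compounds that cut the enzyme signal by at least half of the control window in the single-dose screen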;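 further: plate controls were DMSO wells with enzyme plus substrate for no effect and substrate without enzyme for full effect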
#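 Assay system: LMPTP-A, protein tyrosine phosphatase of low molecular weight / Medium: pH 6.0 Bis-Tris buffer with DTT and Triton X-100 / Schedule: 50 min enzyme reaction at room temperature, protected from light / Measured by: endpoint fluorescence intensity from OMFP dephosphorylation / Read-out basis: % inhibition relative to no-enzyme and uninhibited control wells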
# Rpn11 inh: blocks the human proteasome subunit Rpn11; O00487; human 26S proteasome, Ub4-pepOG fluorescence polarization; 20S core pre-blocked with epoxomicin; calls only at 20 µM; actives 0.59% (n = 360,000);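 active means inhibition at 20 µM, scaled to each plate's controls, above about 33%, limit read from the data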
# Scp-1 inhibitor: inhibitors of human Scp-1 phosphatase; actives 0.88% (n = 340,000); Q9GZU7; inhibition, % at 20 µM; Recombinant Scp1, phosphopeptide, malachite green phosphate absorbance;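 active means inhibition above about 50% at 20 µM, limit read from the data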;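 further: plate controls were DMSO wells with enzyme for no effect and wells lacking enzyme for full effect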
#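 System: SCP-1 catalytic domain; Reagent: Phospho 17-mer peptide substrate; Doses: one concentration, 20 µM, with 1.0% DMSO; Incubation: 45 min room-temperature reaction, 5 min colour, 30 min stabiliser; Signal: Phosphate-binding colour reagent, absorbance read at 630 nm.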
# NadD block: blocks S. aureus nicotinate mononucleotide adenylyltransferase. purified NadD enzyme, colorimetric absorbance read-out. inhibition, % at 20 µM. actives 0.78% (n = 360,000); in the data active means inhibition above about 26%; further: some compounds past the cut are filed as inactive
# * = called active by the depositor; i = inactive; / = not tested or not shown; + = active, no number.
SMILES,SUMO1 PPI mod,DNMT1 inh,CSN inh,STEP inh,TbMetRS inhib,MLLE-PAM2 inh,LMPTP inh,Rpn11 inh,Scp-1 inhibitor,NadD block
Cc1ccc(C(=O)NCCc2cc3ccc(C)c(C)c3[nH]c2=O)cc1[N+](=O)[O-],1,-3,-1,-2,-0.1,-7,-2.2,i,-4,3
Cc1cccc(CN2[C@H](COC(=O)Nc3ccccc3)C=CS2(=O)=O)c1,5,4,1,-1,0.1,10,-0.3,i,/,-6
COc1cc2oc3ccc(C#Cc4ccc(N)cc4)cc3c(=O)c2cc1OC,-10,-31,0,-4,-0.7,-23,1.1,i,2,-4
O=C(COC(=O)Cc1ccc(Cl)cc1Cl)NCc1ccco1,7,-2,1,-3,0.3,20,-0.5,i,/,0
Nc1nc(N2CCOCC2)cc(=O)[nH]1,10,-10,-2,-6,-0.3,19,-1.0,i,1,-2
Cc1ccc(S(=O)(=O)N2CCCC2CNC(=O)C(=O)Nc2ccc(F)cc2)cc1 (stereo not drawn),0,54*,0,0,-0.1,2,1.4,i,-2,-4
c1ccc2sc(N3CN(CCN4CCOCC4)CN(c4nc5ccccc5s4)C3)nc2c1,3,5,6,0,-1.8,-7,-6.7,i,2,-8
CC(C)N(CCNC(=O)C1CCN(S(=O)(=O)N2CCOCC2)CC1)Cc1ccccc1,-1,0,1,-3,0.3,0,-0.3,i,-10,-1
O=C(COC(=O)/C=C/c1ccccc1)NCC1CCCO1 (stereo not drawn),-8,1,7,-2,-0.8,-10,-1.0,i,2,-1
CC(C)Cc1nc(SCC(=O)N2CC(C)OC(C)C2)c2c(=O)n(C)c(=O)n(C)c2n1 (stereo not drawn),0,0,1,0,-0.1,-11,-0.7,i,1,-2
Fc1ccccc1COc1ccccc1CNCc1ccncc1,0,0,-1,6,0.3,-9,-3.1,i,19,-5
COc1ccc(OCCSc2ncn[nH]2)cc1,4,0,-2,-2,0.5,-12,-0.9,i,-6,-4
O=C(Nc1ccccc1N1CCOCC1)c1ccc(Cl)nc1,0,13,-2,-4,-1.7,5,0.3,i,-2,1
O=C(NCCCn1ccnc1)C(=O)NCC(c1ccco1)N1CCN(c2ccc(F)cc2)CC1 (stereo not drawn),-2,2,-1,-4,0.2,-14,-6.0,i,-9,-2
CCOc1ccc(S(=O)(=O)N2CCC(C(=O)N3CCc4ccccc4C3)CC2)cc1,9,-1,-3,2,0.3,-7,0.8,i,-10,-2
Cc1cccc(NC(=O)CSc2nc(=O)n(CCN3CCOCC3)c3c2CCCC3)c1C,-3,0,-3,-2,0.2,2,1.1,i,1,5
CCOc1cccc(C(=O)Nc2ccc3oc(Cc4ccc(Cl)cc4)nc3c2)c1,-4,-4,4,-1,-0.6,4,-0.2,i,-9,-6
COC(C(=O)Nc1ccc(NC(=O)C(OC)c2ccccc2)cc1)c1ccccc1 (stereo not drawn),5,-28,1,1,1.5,1,1.1,i,-5,2
Cc1c(O)ccc2c(CN3CCN(CCO)CC3)cc(=O)oc12,-6,0,-5,1,1.2,13,-3.1,i,-1,-5
COCCN1C(=O)C(=O)/C(=C(/O)c2ccc(S(=O)(=O)N3CCOCC3)cc2)C1c1ccc(O)cc1 (stereo not drawn),-15,-2,-1,0,0.3,14,-1.8,i,-4,-3

# An excerpt from above in order of heavy-atom count, smallest number first:
SMILES,SUMO1 PPI mod,DNMT1 inh,CSN inh,STEP inh,TbMetRS inhib,MLLE-PAM2 inh,LMPTP inh,Rpn11 inh,Scp-1 inhibitor,NadD block
Cc1c(O)ccc2c(CN3CCN(CCO)CC3)cc(=O)oc12,-6,0,-5,1,1.2,13,-3.1,i,-1,-5
Fc1ccccc1COc1ccccc1CNCc1ccncc1,0,0,-1,6,0.3,-9,-3.1,i,19,-5
CCOc1ccc(S(=O)(=O)N2CCC(C(=O)N3CCc4ccccc4C3)CC2)cc1,9,-1,-3,2,0.3,-7,0.8,i,-10,-2
O=C(NCCCn1ccnc1)C(=O)NCC(c1ccco1)N1CCN(c2ccc(F)cc2)CC1 (stereo not drawn),-2,2,-1,-4,0.2,-14,-6.0,i,-9,-2
COCCN1C(=O)C(=O)/C(=C(/O)c2ccc(S(=O)(=O)N3CCOCC3)cc2)C1c1ccc(O)cc1 (stereo not drawn),-15,-2,-1,0,0.3,14,-1.8,i,-4,-3

# Continued:
SMILES,SUMO1 PPI mod,DNMT1 inh,CSN inh,STEP inh,TbMetRS inhib,MLLE-PAM2 inh,LMPTP inh,Rpn11 inh,Scp-1 inhibitor,NadD block
COC(=O)CN1C(c2ccc(OC)cc2)=Nc2ccc(Cl)cc2C1c1ccccc1 (stereo not drawn),7,-3,0,2,-0.1,0,-0.4,i,4,6
CCCCCCSc1cccc(-c2nc3ccc(C)cn3c2NCc2ccccc2)c1,1,-3,3,4,-0.1,-6,11,i,24,-4
O=C(COc1ccc(Cl)cc1[N+](=O)[O-])N1CCCCCC1,-9,1,-5,0,-0.3,0,0.7,i,0,-1
COCCNC(=O)CN(C(=O)Cn1nnc2ccccc21)c1ccc(F)c(Cl)c1,-2,3,-1,2,-0.3,-4,-0.7,i,-13,0
COc1ccccc1N(CN1C(=O)c2ccccc2C1=O)C(=O)c1cccnc1,-7,0,5,-2,-0.2,0,-0.5,i,-4,1
O=C1NC(C2CC3C=CC2C3)Nc2ccccc21 (stereo not drawn),3,0,-2,1,-0.2,4,-0.1,i,/,-3
C[C@@H]1COc2cccc(N3CCC[C@H]3CO)c2S(=O)(=O)N1,4,/,-5,/,0.4,/,-0.7,/,/,-3
CCC12CN(C(=O)c3ccco3)CC(CC)(CN(C(=O)c3ccco3)C1)C2=O,2,0,-1,-2,-1.0,8,-1.0,i,7,-2
C=CCn1c(=O)c(C(=O)Nc2ccccc2S(N)(=O)=O)c(O)c2ccccc21,2,-1,93*,4,-0.9,24,0.5,i,-14,3
CC1CCCCN1C(=O)COc1ccc2ccc(=O)oc2c1 (stereo not drawn),-4,2,-12,-2,-1.3,12,-0.6,i,2,1
O=C(CCNS(=O)(=O)c1cccs1)N1CCN(c2cccc(C(F)(F)F)c2)CC1,-1,-1,-2,2,0.7,2,-0.3,i,-5,-1
CCOC(=O)c1c2c3c(c(Cl)ccc3[nH]c1=O)C(=O)c1ccccc1-2,-4,22,-3,11,-1.4,31,11,i,25,4
Cc1cc(OCCCC(=O)Nc2cccc(-n3cnnn3)c2)ccc1Cl,-1,-7,6,1,-0.1,-4,2.6,i,-14,-11
COc1ccccc1NC(=O)CCC(=O)c1ccc(-c2ccccc2)cc1,-3,-2,5,-4,-0.9,-118,-1.0,+,15,3
CNC(=O)Cn1c(C)cc(=O)c2cccc(C)c21,2,-4,-4,-1,-0.4,1,-0.5,i,-7,-3
Cc1ccc(C(=O)O)cc1S(=O)(=O)N1CCOCC1,3,9,-1,-4,-0.7,-6,-0.3,i,-6,-6
CCCOC(=O)Nc1sc2c(c1C(N)=O)CCCC2,-1,-2,-3,-2,-0.8,6,-1.2,i,-4,-6
COC(=O)Cc1c(C)c2ccc(OC(C)C)cc2oc1=O,-1,-2,-1,-3,-0.8,7,-0.2,i,-11,-3
O=C(CN1CCN(c2ccc(O)cc2)CC1)NCC(=O)Nc1ccc(F)c(F)c1F,2,-18,-2,2,-0.3,4,1.4,i,-8,8
C=C(C)C(=O)Nc1ccc2nn(-c3ccccc3O)nc2c1,-9,-2,-1,-1,-0.3,-2,0.0,i,/,-3
Cc1ccnc(N2C(=O)c3ccccc3C2=O)c1,-3,0,1,0,-1.1,5,3.4,i,1,-4
O=C(c1ccoc1)N1CCN(c2cc(-c3ccccc3)nc3cc(-c4ccccc4)nn23)CC1,2,-16,3,2,-1.4,-5,4.2,i,/,17
Cc1n[nH]c(=O)c2c(NC(=O)CSc3nnnn3-c3ccccc3)oc(C)c12,-20,1,-1,-1,-0.6,-5,-9.3,i,5,0
COc1ccccc1NC(=O)Cn1nnc(-c2ccccc2NC(=O)c2cccs2)n1,7,9,37*,0,-0.4,-9,2.6,i,18,11
C/C(=N\Nc1ccc(C#N)cc1[N+](=O)[O-])c1ccc(O)cc1,-13,-2,1,1,0.3,2,0.8,i,4,2
CCOc1ccc(Br)cc1C(=O)N/N=C/c1c[nH]c2ccccc12,1,3,2,0,1.3,8,0.2,i,-24,19
OC(COc1ccc2cc(Br)ccc2c1)CN1CCN(c2ccccn2)CC1 (stereo not drawn),-13,-12,1,3,0.9,1,4.9,i,-2,0
CCCCOc1ccc(C(=O)OC(C)CN(C)C)cc1 (stereo not drawn),-1,0,-3,-5,-0.8,-1,-2.4,i,-10,-3
COC(=O)Cc1c(C)nc2nc(-c3ccc(C)cc3)[nH]n2c1=O,-1,1,-1,-2,0.1,-4,-2.7,i,-15,3
O=c1oc2ccccc2n1CSc1nc2ccccc2s1,1,-2,-3,4,-0.1,8,2.8,i,-25,-10
Cc1ccccc1S(=O)(=O)NC(=O)C1(C)CCN1C(=O)CC1CCCC1 (stereo not drawn),1,6,-2,1,-0.2,1,-2.4,i,/,-5
CCN(CC)CCCN1C(=O)C(O)=C(C(=O)c2cc3cccc(OC)c3o2)C1c1ccncc1 (stereo not drawn),-15,0,-3,0,-0.3,-11,-2.4,i,-2,3
O=C(Nc1ccncc1)c1cccc(S(=O)(=O)N2CCOCC2)c1,0,3,0,-3,-0.3,-5,-1.2,i,-9,-2
N#C/C(=C\c1ccccc1)C(=O)NC(=O)Oc1ccccc1,-2,4,0,-2,-0.5,-8,-0.4,i,-14,2
CCOC(=O)c1nc(N/N=C/c2ccccc2)sc1Br,-4,6,-1,1,-0.7,-22,-0.8,i,-6,1
CCOC(=O)C1=C(c2ccccc2)NC(=O)NC1c1cc(OC)c(O)c([N+](=O)[O-])c1 (stereo not drawn),-31,-1,0,1,0.2,-3,-1.0,i,-12,-2
O=C(C[C@H]1C/C=C\CC[C@H](Cc2ccc(F)cc2)C(=O)OC[C@H]2CCCN2C1=O)N[C@H](CO)Cc1ccccc1,0,-6,-6,-2,0.8,-9,-0.2,i,-11,0
CCC1CCC/C1=N\NC(=O)c1ccccc1C (stereo not drawn),0,8,6,-4,-0.8,10,-2.0,i,-5,-4

# Assay outcomes as filed in PubChem BioAssay.
